MEKK2 mut-MEK5 – MEK5 binding signal on mutant MEKK2 PB1, primary screen, biochemical, multiplex bead flow cytometry, Alexa488-MEK5; Alexa488-MEK5 binding to MEKK2 mutant; percent response, % at 10 µM; 0.35% of 290,000 active; in the data active = percent response above about 24%, passing the limit was not always enough; note: inactives centre near 1; some results filed as inactive read as strong as hits
PfM18AAP inh – PfM18AAP inhibitors, malaria aminopeptidase, primary screen, biochemical, QFRET, recombinant enzyme. M18 aspartyl aminopeptidase (Plasmodium falciparum 3D7). H-Glu-NHMec fluorogenic cleavage. inhibition, % at 7.35 µM. 1.2% of 290,000 active;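 active = inhibition above the campaign mean inhibition over all tested compounds plus 3 SD, cut at about 28% in these data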;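 note: 0% = plate median of test compound wells and 100% = 2 mM ZnCl2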
IMP-1 inhibitor – IMP-1 metallo-beta-lactamase inhibitors, primary screen, biochemical, epi-absorbance readout, Pseudomonas aeruginosa enzyme | metallo-beta-lactamase IMP-1 (Pseudomonas aeruginosa) | purified IMP-1, nitrocefin hydrolysis, epi-absorbance fluorescence | inhibition, % at 5.6 µM | 0.45% of 290,000 active | AID 1556, 2009;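 active = inhibition above the mean plus 3 SD of all compounds in the same screening run, cut at about 4.5% in these data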;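 note: 0% = IMP-1 with DMSO and 100% = DMSO wells lacking enzyme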
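System – purified recombinant IMP-1 beta-lactamase · Input – IMP-1 dispensed at 0.2 nM · Timing – 15 min preincubation plus 25 min reaction at 25 °C · Signal – Epi-absorbance fluorescence, 480 nm excitation, 530 nm emission · Measure – percent IMP-1 inhibition derived from blank-referenced optical density · Controls – Enzyme-plus-DMSO low control, enzyme-free DMSO high control · Replication – singlicate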
MEKK2 WT-MEK5 – modulators of MEK5 binding to wildtype MEKK2, primary screen, biochemical, multiplex bead flow cytometry, Alexa488-MEK5 | Mitogen-activated protein kinase kinase kinase 2 (Homo sapiens), Q9Y2U5 | Alexa488-MEK5 binding to MEKK2 WT; actives lie on both sides | binding response (% of control), % at 10 µM | 1.1% of 290,000 active; in the data active = binding response below about 67% or above about 130%
HCV NS3 hel inh – inhibitors of HCV NS3 helicase, primary screen, biochemical, Cy5 molecular beacon fluorescence; 0.56% of 290,000 active; Hepatitis C virus NS3 helicase; inhibition, % at 10.9 µM; NS3 helicase DNA unwinding; AID 1800, 2009;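 active = inhibition above the mean of all tested compounds plus 3 SD, set per campaign, cut at about 35% in these data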;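 note: 0% = DMSO wells and 100% = thioflavine S control wells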
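System: HCV NS3 helicase fragment; control set: DMSO and thioflavine S; technique: Cy5 fluorescence at 0 and 60 min, beacon hairpin quenching; reagent: beacon DNA duplex substrate plus ATP; replicates: singlicate; schedule: 1 h reaction at 25 °C, ATP-initiated; medium: MOPS buffer pH 6.5 with MgCl2, DTT, Tween20, BSA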
SUMO HTRF inh – inhibitors of in vitro SUMOylation cascade, primary screen, biochemical, HTRF, uHTS; HTRF SUMOylation assay, SAE1/SAE2 + UBC9; SUMO-conjugating enzyme UBC9 (Homo sapiens), P63279; AID 2006, 2009; 0.36% of 290,000 active; inhibition, % at 35 µM; in the data active = inhibition above about 50%, passing the limit was not always enough; note: strong numbers were not always called active
Target sequence (P63279 whole entry, looked up): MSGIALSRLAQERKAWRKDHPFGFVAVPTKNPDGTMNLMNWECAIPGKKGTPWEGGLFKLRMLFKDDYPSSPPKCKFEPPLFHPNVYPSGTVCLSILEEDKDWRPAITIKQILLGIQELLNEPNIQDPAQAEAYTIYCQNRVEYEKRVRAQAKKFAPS
NALP1 yeast inh – NALP1 inflammasome inhibitors in reconstituted yeast, colorimetric, S. cerevisiae, triplicate retest. 0.61% of 280,000 active. S. cerevisiae NALP1/ASC/caspase-1 growth, X-gal OD620, 72 h. inhibition, % at 10 µM; in the data active = inhibition mostly above about 24%, no sharp cut-off; inactive = mostly below about 32%; note: some compounds called inactive have numbers as strong as hits
VIM-2 inh – VIM-2 metallo-beta-lactamase inhibitors, primary screen, biochemical, epi-absorbance readout, Pseudomonas aeruginosa enzyme | purified VIM-2, nitrocefin hydrolysis, epi-absorbance fluorescence | inhibition, % at 5.6 µM | 0.89% of 290,000 active | AID 1527, 2009;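 active = inhibition above the mean of all tested compounds plus 3 SD, cutoff set per screening run, cut at about 7.5% in these data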;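 note: red hydrolysis product quenches plate fluorescence so inhibitors raise well fluorescence; 0% = enzyme with DMSO and 100% = DMSO without enzyme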
DNA FID counter – compounds displacing fluorescent DNA intercalator, primary screen, artefact control for HCV NS3 helicase inhibitor project, biochemical, FID fluorescence; inhibition, % at 7.9 µM; AID 1845, 2009; DNA fluorescent intercalator displacement; 0.17% of 290,000 active; in the data active = inhibition above about 37%;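 note: 0% = vehicle and 100% = reference compound; higher means more ethidium bromide displaced from hairpin DNA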
Starred values were filed as active, the others as inactive; . = no result given; & = joins results of further samples.

SMILES	MEKK2 mut-MEK5	PfM18AAP inh	IMP-1 inhibitor	MEKK2 WT-MEK5	HCV NS3 hel inh	SUMO HTRF inh	NALP1 yeast inh	VIM-2 inh	DNA FID counter
COc1c(C)cc(S(=O)(=O)NCc2ccco2)c(C)c1C	0	1	-1.9	102	1	5	7	-0.9	-7
CS(=O)(=O)N(CC(=O)Nc1c(F)cccc1F)c1ccc(C23CC4CC(CC(C4)C2)C3)cc1	-1	2	-0.7	92	-9	-1	-3	0.6	-10
O=C(CCl)NC(Cc1c[nH]c2ccc(OCc3ccccc3)cc12)C(=O)O (stereo not drawn)	3	-5	-5.4	103	31	12	-4	-0.7	-25
CN(C)/C=N/c1nc2ccc3c(c2s1)CCCC3	0	1	1.2	101	5	13	2	-2.6	-4
COc1ccc(C(=O)N/N=C/c2ccc(OC)c(COc3c(F)c(F)cc(F)c3F)c2)cc1	-4	-1	-4.3	96	3	18	1	-4.8	-25
COC(=O)c1sccc1NC(=O)COc1ccc(Cl)cc1	2	-14	-1.2	103	-1	-22	43	-1.2	1
COc1cc(C(N)=O)cc(Cl)c1OC	3	0	-2.7	99	5	2	-4	-3.6	3
O=c1onc(-c2cccnc2)n1-c1ccccc1F	2	-1	0.5	98	3	6	3	-1.3	-4
O=C(NCCN1CCN(C(=O)c2ccc(F)cc2)CC1)c1ccc(F)cc1	6	0	-1.6	112	2	-3	3	-1.6	-10
CN(C)S(=O)(=O)N1CCC(Cc2ccccc2)CC1	5	-11	-2.7	111	4	6	15	-0.7	-11
Cc1c(C(=O)NCc2ccc3c(c2)OCO3)oc2ccc(S(=O)(=O)N3CCCCC3)cc12	-1	-2	-1.4	100	-10	-19	22	-1.9	-19
C/C(=N\NC(=S)Nc1cc(S(=O)(=O)N2CCOCC2)ccc1Cl)c1ccccc1F	-2	22	-4.7	95	0	13	21	-2.2	-8
COc1cccc(N2C(=O)CC(N3CCN(c4ccc([N+](=O)[O-])cc4)CC3)C2=O)c1 (stereo not drawn)	12	1	-1.0	113	1	3	16	-1.6	-10
COc1ccc(/C=N/Nc2ccc(C(=O)O)cc2)cc1Br	-12	5	-2.1	92	-10	-3	7	0.1	-10
O=[N+]([O-])c1ccc(N2CCCCC2)c(-c2nn[nH]n2)c1	0	5	-4.4	108	-3	10	8	5.5	-1
CCOc1ccc(NC(=O)CCc2nnc3ccc(N4CCC(C)CC4)nn23)cc1	4	-6	-4.4	98	-3	2	3	-1.1	-51
CCC(=O)OCCn1c(=O)c2ccccc2c2ccccc2c1=O	3	3	-2.2	100	2	24	4	-2.5	2
N#CCCN1CCN(S(=O)(=O)c2ccc(S(=O)(=O)NCC3CCCO3)cc2)CC1 (stereo not drawn)	4	-1	-3.8	108	11	0	26	-3.6	1
Cc1ccc(NC(=O)C(NC2CCCc3ccccc32)c2ccccc2)cc1Cl (stereo not drawn)	-1	-1	-3.6	107	0	-18	.	-2.2	-4
Cc1ccc(C(=O)Nc2nnc(C)s2)cc1	-6	4	-2.1	93	-5	11	-2	-2.7	-8
CC1CCCC(NC(=O)c2cccc(N3CCCC3=O)c2)C1C (stereo not drawn)	0	-2	-1.2	109	17	2	-8	-3.0	-26
CCOP(=O)(OCC)C(NC(=O)Nc1ccc(Cl)cc1)c1ccccc1 (stereo not drawn)	-4	1	-0.7	74	-9	-22	13	-2.0	-12
Cc1ccc(S(=O)(=O)Nc2cccc(N(C)S(C)(=O)=O)c2)cc1[N+](=O)[O-]	-10	-9	0.3	94	-14	21	17	1.1	0
S=c1nc(-c2ccccc2)[nH]c2ccccc12	-5	-3	-2.6	96	-4	12	-4	-1.2	-5
CN(Cc1ccon1)C(=O)CCc1nnc(Cc2ccc(-c3ccccc3)cc2)o1	-14	5	-2.6	96	0	5	18	-3.2	-30
Remaining list, next part
SMILES	MEKK2 mut-MEK5	PfM18AAP inh	IMP-1 inhibitor	MEKK2 WT-MEK5	HCV NS3 hel inh	SUMO HTRF inh	NALP1 yeast inh	VIM-2 inh	DNA FID counter
COc1ccc(CC(=O)N/N=C/c2ccc(Cl)s2)cc1OC	2	1	-0.2	103	-10	-7	15	0.1	-25
O=C(CSc1nnc2nnc3ccccc3n12)N1CCOCC1	4	3	-1.4	107	5	26	6	2.8	-3
COc1cccc(OC)c1OCCCOc1cccc2cccnc12	1	-1	-3.0	101	-3	-5	7	-1.2	-26
Cn1c(=O)c2[nH]c(N3CCN(c4ccccn4)CC3)nc2n(C)c1=O	-5	3	-3.2	96	9	11	22	-0.9	4
CCCn1c(=O)c(C(=O)Nc2cc(C)ccn2)c(O)c2ccccc21	0	-8	0.5	100	8	21	19	-1.6	-3
CCc1cc(C(=O)Nc2ccc(C)cc2Br)cs1	-4	2	1.9	91	0	-8	3	-4.4	-7
Cc1[nH]c2ccccc2c1C(=O)CSc1ncn[nH]1	7	19	0.1	100	-4	-7	22	-0.3	2
CCc1nc2ccccc2n1Cc1ccccc1OC	-8	-3	-1.9	98	0	2	31	-4.2	-12
CN(C)CCCN1c2ccccc2Sc2ccc(Cl)cc21	13&16	15&19	0.0&-5.2	153*	-73&-80	18&-10	41&11	0.6&-2.3	21&29
COc1ccc(O)c(CNn2c(-c3ccc(Br)cc3)nc3ccccc3c2=O)c1	-12	7	-3.2	83	9	4	16	-4.5	-22
CCOc1ccc(NC(c2ccccc2)P(=O)(OC)OC)cc1 (stereo not drawn)	14	4	-4.0	108	19	16	16	-0.1	-20
CCn1nnnc1SCC(=O)N1CCc2ccccc21	12	7	-0.7	94	1	.	.	-4.5	-5
O=C(Nc1ccccc1N1CCCCC1)c1cnccn1	-12	2	0.1	90	5	5	-11	-0.6	-22
CC(=O)Nc1cccc(-c2cc(C)c3cc4c(cc3n2)OCO4)c1	5	6	-3.3	101	-6	8	3	-0.7	-17
COc1cccc(N(CC(=O)NC2CC3CCC2C3)S(=O)(=O)c2ccccc2)c1 (stereo not drawn)	0	3	-3.1	96	5	5	-4	-2.6	-37
COc1ccc(Br)cc1/C=C/C(=O)Nc1ccc(C)cc1	16	0	-2.0	133	-11	-26	23	-2.2	0
CC(=O)Oc1ccc2c(=O)c(N3C(=O)c4ccccc4C3=O)c(C)oc2c1	-1	9	-3.2	107	1	15	16	-2.5	1
Cc1[nH]nc2c1C(c1cccs1)C1=C(CCCC1=O)N2 (stereo not drawn)	0	1	-0.5	97	-5	11	-5	-2.7	-1
CCc1ncc(CN2CCCCC2C(=O)Nc2ccc(Oc3ccccc3)nc2)cn1 (stereo not drawn)	17	1	-0.8	112	0	6	4	-2.0	-26
Cc1sc(NC(=O)Cn2cnnn2)nc1-c1ccc(Cl)cc1	-5	2	-2.8	103	11	8	18	-1.6	-5
Cc1onc(-c2ccccc2)c1NC(=O)N(CCC#N)Cc1cccs1	-23	1	-3.5	101	10	12	.	-3.0	-12
O=C(Nc1ccc2c3c(cccc13)CC2)c1ccco1	-10	5	-0.9	95	10	14	-7	-4.4	-9
COc1ccc(/C=C/c2ccc3cccc(O)c3n2)c(OC)c1OC	2	-1	-0.5	99	4	-3	11	-1.9	-20
CC(=O)c1c(C)[nH]c(C(=O)N2CCN(c3ccc(F)cc3)CC2)c1C	-1	-4	-2.0	95	-2	-17	5	-1.8	-15
CCCCNC(=S)N(C)/N=C/c1ccc(OCC(=O)Nc2ccc(OC)cc2)c(OC)c1	-1	1	-1.4	107	-10	-2	-30	-0.3	-15
Next part:
SMILES	MEKK2 mut-MEK5	PfM18AAP inh	IMP-1 inhibitor	MEKK2 WT-MEK5	HCV NS3 hel inh	SUMO HTRF inh	NALP1 yeast inh	VIM-2 inh	DNA FID counter
C=C1CCC[C@]2(C)C[C@H]3OC(=O)C(CN4CC(C)OC(C)C4)[C@H]3C[C@@H]12 (stereo partly drawn)	8	-3	-2.4	106	-5	-4	-6	-1.8	-22
CN(C)S(=O)(=O)c1ccc(N2CCOCC2)nc1	-8	4	-2.8	87	5	-15	29	-1.7	2
COc1cc(CNC(=O)CCC(=O)N2C[C@H]3C[C@H](C2)c2cccc(=O)n2C3)cc(OC)c1OC	2	1	-4.3	99	-11	-2	8	-2.2	-9
Cc1ccccc1-n1nc(C(=O)c2cccs2)cc(-c2nc3ccccc3[nH]2)c1=N	4	2	1.0	99	-14	-94	-7	-5.6	-3
O=C(c1ccc2c(c1)OCO2)N1CCc2ccccc21	3	3	-5.8	103	14	4	-15	-1.5	-16
Cc1ccc2c(COC(=O)C34CC5CC(CC(C5)C3)C4)cc(=O)oc2c1	-2	-4	-1.0	100	12	-5	18	-2.0	3
